# AHR act – AHR activators, primary screen, cell-based, luminescence, luciferase reporter, human. activation, % at 5 µM. Aryl hydrocarbon receptor (Homo sapiens), P35869. AHR-responsive luciferase reporter cells. hit rate 2.5% among 320,000; in the data active means activation above about 47%;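 further: 0% = vehicle wells and 100% = reference agonist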
# RPL19A TOR yeast – RPL19A-GFP expression modulators in yeast, primary screen, cell-based, S. cerevisiae, multiplex flow cytometry, MLPCN | AID 2025, 2009 | percent response vs DMSO, % at 10 µM | S. cerevisiae RPL19A-GFP strain, 3 h; active compounds read low | hit rate 0.3% among 330,000;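 active means percent response vs DMSO below 50%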;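 further: median channel GFP fluorescence of the barcoded RPL19A-GFP strain; ratio of sample median GFP to plate DMSO average so 100% = DMSO; lower means less RPL19A-GFP as with rapamycin TOR inhibition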
# procasp7 counter – procaspase-7 activators, primary screen, counter-screen for procaspase-3 activator project, biochemical, absorbance, HTS, human | recombinant procaspase-7, Ac-DEVD-pNA absorbance 405 nm; D23A/D198A/D206A triple mutant, cannot self-cleave; scale: DMSO 0, 5 µM enzyme 100 | activation, % at 8.5 µM | Caspase-7 (Homo sapiens), P55210 | AID 463210, 2010 | hit rate 0.093% among 330,000;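 active means percent activation above the screen-wide mean plus 3 SD, cut at about 25% in these data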
#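 Material: Procaspase-7 triple mutant (PC-7 D3A) | Quantity: 2 µM procaspase-7 mutant as dispensed | Reagent: DEVD-pNA substrate | Times: 1 h preincubation, 2 h reaction | Technique: 405 nm absorbance of p-nitroaniline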
# LAP4-GFP MLPCN – modulators of LAP4-GFP expression in yeast, primary screen, S. cerevisiae, multiplex flow cytometry, MLPCN library. GFP response vs DMSO, % at 10 µM. 3 h; median GFP as percent of DMSO wells. hit rate 0.34% among 320,000;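 active means GFP response vs DMSO above a set limit, about the screen mean plus 3 SD, cut at about 150% in these data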
# EBNA-1 inhibitor – EBNA-1 DNA-binding inhibitors, primary screen, biochemical, fluorescence polarization | hit rate 0.34% among 300,000 | inhibition, % at 14.8 µM; in the data active means inhibition above about 28%
# ZTA DNA inh – ZTA (EBV) inhibition in EBNA-1 counter-screen. P03206. ZTA-DNA binding, fluorescence polarization. inhibition, % at 11 µM. hit rate 0.15% among 320,000; in the data active means inhibition above about 33%
# procasp3 activ – activators of human procaspase-3 D3A mutant, primary screen, biochemical, absorbance, PC-3 D3A mutant, single concentration | AID 463141, 2010 | recombinant procaspase-3 D3A, Ac-DEVD-pNA absorbance 405 nm | hit rate 0.11% among 330,000 | activation, % at 8.5 µM;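 active means activation above the mean of all tested compounds plus 3 SD, cut at about 21% in these data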;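 further: 0% = DMSO alone and 100% = DMSO wells spiked with extra 5 µM PC-3 D3A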
#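 Assay system: Autoprocessing-dead procaspase-3 D3A mutant enzyme; also added: Ac-DEVD-pNA; doses: one concentration, 8.5 µM nominal, 0.8% DMSO; times: 1 h compound preincubation, 2 h substrate hydrolysis at 25 °C; technique: 405 nm absorbance of p-nitroaniline, reads at 0 and 120 min; measure: % activation between DMSO and enzyme-spiked controls; repeats: single replicate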
# MEP2 TOR yeast – modulators of MEP2-GFP levels in yeast, primary screen, S. cerevisiae, multiplex flow cytometry, MLPCN library; hit rate 0.51% among 330,000; S. cerevisiae MEP2-GFP strain, 3 h; 100% = DMSO control level; GFP response vs DMSO, % at 10 µM;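 active means GFP response versus DMSO above a set limit, roughly screen mean plus 3 SD, cut at about 180% in these data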;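 further: median GFP fluorescence of the barcode-gated MEP2-GFP cells per well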
# Starred values were filed as active, the others as inactive; . = no result given. Hits appear at their usual frequency. About 3.8% of those tested had a hit in this group.
SMILES	EBNA-1 inhibitor	LAP4-GFP MLPCN	MEP2 TOR yeast	RPL19A TOR yeast	AHR act	procasp3 activ	procasp7 counter	ZTA DNA inh
CC[C@]12c3[nH]c4ccccc4c3CCN1C(=O)C(CC(=O)NCCc1ccccn1)C[C@@H]2C(=O)N1CCN(C(=O)C2CC2)CC1 (stereo partly specified)	.	83	102	94	2	3	4	.
CN(C)C(CNS(=O)(=O)c1cc([N+](=O)[O-])ccc1Cl)c1ccco1 (stereo unspecified)	.	92	107	99	6	-5	-5	.
CCNS(=O)(=O)c1ccc(CCC(=O)Nc2ccc3c(c2)OCO3)cc1	-9	86	104	103	2	7	9	-5
On1c(-c2ccccc2)nc2ccccc21	-2	106	106	102	7	-3	-7	6
CCOc1ccc(N2C(=O)CC(NC3CCN(C(=O)c4ccc(F)cc4)CC3)C2=O)cc1 (stereo unspecified)	-9	82	93	110	4	-16	-21	-14
Cc1sc(/N=C/c2ccccc2O)c(C#N)c1C	0	101	103	101	21	1	5	-8
S=C(NCCc1ccccc1)NCc1cccs1	10	94	99	104	2	1	2	-5
Cc1cccc(NC(=O)Nc2ccc(C#N)cc2)n1	9	109	111	97	-1	7	0	11
CCCCOc1ccccc1/C=N/NC(=O)CC#N	3	93	103	97	5	-5	-14	3
Cc1ccc(NC(=O)Cn2c(=O)cnc3ccccc32)cc1S(=O)(=O)N(C)C	1	100	101	107	19	4	4	0
CC1(C(=O)O)CCC(C(=O)Nc2ccc3ccccc3c2)C1(C)C (stereo unspecified)	-10	101	103	97	0	4	-2	1
CN(Cc1nc2ccccc2c(=O)[nH]1)CC(O)COCc1ccco1 (stereo unspecified)	5	101	98	102	0	9	1	12
CCOC(=O)c1cc(CC)sc1NC(=O)c1cc(OC)c(OC)c(OC)c1	0	100	110	97	0	-1	1	-10
Cc1cccc(N2CCN(C(=O)Cn3sc4nc(C)cc(C)c4c3=O)CC2C)c1 (stereo unspecified)	2	132	87	87	2	-25	-13	-5
COc1ccc(CNC(=O)CCS(=O)(=O)c2ccc3c(c2)NC(=O)C(C)S3)cc1 (stereo unspecified)	3	115	101	98	4	7	-1	13
CCN(CC)S(=O)(=O)c1ccc(N2CCOCC2)c(NC(=O)C2=COCCO2)c1	2	97	102	90	2	-1	-6	-17
Cc1ccc(N(CC(O)CN2CCCCC2)S(=O)(=O)c2ccc(C)cc2)cc1 (stereo unspecified)	0	102	106	107	-4	2	3	1
COCCn1c(SCC(=O)Nc2sc(C)c(C)c2C#N)nnc1C(C)C	-2	103	106	100	1	2	7	5
CCn1c(Cc2ccc(OC)cc2)nnc1SCC(=O)NC1CC1	5	94	93	101	-1	6	4	0
CCC/C=C(\CCC)C(NS(=O)(=O)c1cccc2cccnc12)c1ccc(C(=O)OC)cc1 (stereo unspecified)	0	108	90	99	0	6	4	-7
CCOC(=O)[C@H]1[C@H]2COc3ccc(OC)cc3[C@@H]2N2C(=O)CN(Cc3ccco3)C(=O)[C@@]12C	.	93	94	96	-3	6	16	-8
Cc1onc(-c2ccccc2)c1-c1n[nH]c(=S)n1-c1ccc(C(=O)O)cc1	-2	91	86	88	0	-1	3	8
Cc1csc2nc(O)c(C(=O)NCCCN3CCCC3=O)c(=O)n12	0	99	97	104	-2	-1	9	11
COc1cccc2c3c(c(C)nc12)CCN3c1ccccc1	-2	102	97	94	14	3	3	-14
CCc1nnc(NS(=O)(=O)c2ccc(N=Cc3c(C)[nH]n(-c4ccc(C)cc4)c3=O)cc2)s1	-1	97	97	99	9	-4	3	10
O=C(Cn1cnc2cc([N+](=O)[O-])ccc2c1=O)Nc1ccc(Br)cc1	0	105	99	99	7	-5	-11	-19
CCc1ccc(-c2nc(CS(=O)CC(=O)NCc3ccccc3)c(C)o2)cc1 (stereo unspecified)	8	111	116	111	5	1	-5	-3
C=C(C)COc1ccc(-c2[nH]ncc2Oc2ccc(OC)cc2)c(O)c1	0	128	104	97	15	3	2	6
CCOC(=O)N1CCOCCOCCN(C(=O)OCC)CCOCC1	10	82	86	91	-3	-6	-2	-1
CC1(C)CC(NC(=S)Nc2ccc(S(N)(=O)=O)cc2)CC(C)(C)N1	-8	106	99	91	0	-5	-13	5
Cc1csc(=O)n1CC(=O)OCc1nnc(-c2ccccc2)o1	-9	100	96	94	-3	3	4	-12
CC(C)(C)c1ccc(S(=O)(=O)Nc2cccc(C3OCCCO3)c2)cc1	-2	88	105	99	-1	1	-4	5
COc1cccc(N2CCN(CC(=O)c3c[nH]c4ccc(OC)cc34)CC2C)c1 (stereo unspecified)	-2	93	95	90	8	-4	-8	-12
O=P(O)(CN1CCCCCC1)C1Cc2ccccc2C1	-2	114	102	104	1	-2	3	7
CCOc1ccc(C(C)=O)cc1COC(=O)c1cccnc1SC	4	105	102	98	-1	0	2	3
CCOCCCNC(=O)c1ccc(C2SCC(=O)N2Cc2ccccc2)cc1 (stereo unspecified)	4	82	90	90	2	8	15	-1
O=C(/C=C/c1cccs1)N1CCOCC1	-1	98	89	95	0	0	15	7
CC(C)(C)NC(=O)C(c1ccc(O)cc1)N(Cc1ccccc1)C(=O)CCC(=O)Nc1nccs1 (stereo unspecified)	15	94	104	100	-1	5	0	17
Cc1c(/C=N/NC(=O)c2cc(=O)[nH]c(=O)[nH]2)c2ccccn2c1C(=O)c1ccccc1	9	107	110	97	2	7	0	6
O=S(=O)(NCC(c1ccco1)N1CCCCC1)c1cccc(C(F)(F)F)c1 (stereo unspecified)	.	109	99	97	0	10	4	2
O=C(CCN1C(=O)/C(=C\c2ccccc2)SC1=S)NNC(=O)c1ccccc1O	12	95	106	105	5	-9	-2	9
Cn1c(SCC(=O)c2ccccc2)nnc1-c1cccs1	-3	107	98	100	-1	0	-12	4
CCc1ccc(CN(C)CCc2ccccn2)cc1	1	94	98	94	-1	-2	8	-1
COc1ccc(N2CCN(C(=O)CN=C3NS(=O)(=O)C(c4ccc(C)cc4)=C3C)CC2)cc1	-7	98	112	94	0	-4	3	-5
CCN1CCN(CC(=O)Nc2ccc(C)cc2C)C(=O)C1=O	3	94	105	97	1	0	11	-11
COc1ccc(CNC(=O)COc2cc(=O)n(C)c3ccccc23)cc1	3	112	100	103	10	7	-4	3
COc1ccc2c(c1)CCc1c-2n[nH]c1C(=O)O	-6	97	103	100	6	3	-13	-10
CCOC(=O)c1ccc(N(C(=O)c2ccco2)C(C(=O)NC2CCCCC2)c2ccncc2)cc1 (stereo unspecified)	-14	103	105	106	1	-3	-8	5
Cc1ccc(-c2ccc(SCC(=O)c3ccccc3)nn2)cc1	2	72	97	105	15	0	-8	-2
COc1ccc(CCNC(=O)c2ccc3ccccc3n2)cc1	-2	118	96	95	19	9	-10	-10

# (next part)
SMILES	EBNA-1 inhibitor	LAP4-GFP MLPCN	MEP2 TOR yeast	RPL19A TOR yeast	AHR act	procasp3 activ	procasp7 counter	ZTA DNA inh
Cc1c(C(=O)NCC(C)C)sc2nc(-c3ccc(F)cc3)cn12	-2	108	100	96	-5	7	-3	19
NS(=O)(=O)c1ccc(Nc2nc3ccccc3nc2NS(=O)(=O)c2cccc([N+](=O)[O-])c2)cc1	0	107	111	107	0	-2	-1	-8
O=C(Nc1ccccc1C(=O)NC1CCCCC1)c1ccccc1	-2	111	94	95	5	-3	0	5
O=C(NCc1nc2ccccc2[nH]1)C1=C[C@H](c2coc3ccccc3c2=O)C[C@H](OCc2ccc(CO)cc2)O1	-12	92	99	102	9	9	-2	10
Cc1ccc(NC(=S)N2CCC(NC(=O)c3ccc(F)cc3)CC2)cc1	-17	98	89	95	-1	3	-5	-7
CN1CCN(C(=O)c2ccc3nc(-c4ccccc4)c(-c4ccccc4)nc3c2)CC1	-8	118	95	98	1	4	3	0
CCCNC(=O)C(Cc1ccc(F)cc1)NC(=O)c1ccc(C#N)cc1 (stereo unspecified)	.	100	93	96	-1	11	9	-10
O=C(CCc1nnc(CCc2ccccc2)o1)N1CCCC1c1nccs1 (stereo unspecified)	3	106	123	96	0	-5	-1	-10
Cc1ccc(-n2nnnc2Sc2nc([N+](=O)[O-])nn2C)c(C)c1	3	88	93	91	-3	-4	2	-14
COc1ccc(N2CCN(C(=O)[C@H](C)NC(=O)c3ccccc3Cl)CC2)cc1	13	92	102	98	1	7	-3	-4
Cc1ccccc1OCCC(=O)Nc1ccc(N2CCOCC2)cc1N1CCOCC1	18	96	92	87	0	11	4	0
Cc1noc(C)c1C(=O)N(C)Cc1ccccc1	-1	101	92	94	0	1	11	-9
CC(C)=Cc1oc2ccc([N+](=O)[O-])cc2c1N1CC(C)OC(C)C1 (stereo unspecified)	4	106	92	98	7	6	1	8
O=c1[nH]c2ccc(S(=O)(=O)N3CCC(Cc4ccccc4)CC3)cc2o1	-17	107	120	101	0	6	1	17
CC1CN(C(=O)c2cccc(COc3ccccc3Cl)c2)CC(C)O1 (stereo unspecified)	9	114	107	106	12	-5	-1	1
COc1ccc2nc(N3C(=O)C(O)=C(C(=O)c4ccco4)C3c3ccccc3OC)sc2c1 (stereo unspecified)	1	99	104	97	9	-5	-4	-1
COc1cc(/C=C/C(=O)OCc2c(C)noc2C)ccc1OC(F)F	-11	110	89	99	3	0	-1	-11
CSC1=N/C(=C\c2ccccc2Cl)C(=O)N1N(C)C	10	.	100	98	8	-17	4	17
Cc1ccc2nc(Nc3ccc(C)c(C)c3)c3nncn3c2c1	-16	93	110	105	-2	5	7	2
Cc1ccc(NC(=O)Nc2nnc(-c3ccccc3F)s2)cc1	-1	108	107	98	0	-2	0	6
CCOc1cc(/C=C/c2ccc3cccc([N+](=O)[O-])c3n2)cc(Cl)c1O	12	93	108	104	7	-8	-24	16
Cc1cc(C(=O)N/N=C/C=C/c2ccccc2)c(C)o1	-12	109	97	110	14	2	0	3
CN1CCC(=C2c3ccccc3C=Cc3ccccc32)CC1	-5	99	89	96	-2	8	12	1

# Whole records as entered above. Order of values: EBNA-1 inhibitor, LAP4-GFP MLPCN, MEP2 TOR yeast, RPL19A TOR yeast, AHR act, procasp3 activ, procasp7 counter, ZTA DNA inh
# `CCOc1cc(/C=C/c2ccc3cccc([N+](=O)[O-])c3n2)cc(Cl)c1O` as listed: 12, 93, 108, 104, 7, -8, -24, 16
# `CN1CCC(=C2c3ccccc3C=Cc3ccccc32)CC1` as listed: -5, 99, 89, 96, -2, 8, 12, 1
# `COc1ccc(N2CCN(C(=O)CN=C3NS(=O)(=O)C(c4ccc(C)cc4)=C3C)CC2)cc1` as listed: -7, 98, 112, 94, 0, -4, 3, -5
# `CCOC(=O)c1cc(CC)sc1NC(=O)c1cc(OC)c(OC)c(OC)c1` as listed: 0, 100, 110, 97, 0, -1, 1, -10

# Random excerpt: two compounds from above
SMILES	EBNA-1 inhibitor	LAP4-GFP MLPCN	MEP2 TOR yeast	RPL19A TOR yeast	AHR act	procasp3 activ	procasp7 counter	ZTA DNA inh
COc1cc(/C=C/C(=O)OCc2c(C)noc2C)ccc1OC(F)F	-11	110	89	99	3	0	-1	-11
Cc1ccccc1OCCC(=O)Nc1ccc(N2CCOCC2)cc1N1CCOCC1	18	96	92	87	0	11	4	0

# Screens as filed in PubChem BioAssay.
